Pol kappa inh: blocks human DNA polymerase kappa activity | purified Pol kappa, fluorescent DNA synthesis assay, 10 min | Potency, µM (doses to about 107 µM), without a hit: at the highest dose activity, negative = inhibition, actives largely listed as inhibitors | Q9UBT6 | AID 588579 | 400,000 compounds, 0.53% hits; further: on the % scale 0 is the no-effect control and ±100 the full control effect
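Kinetic fluorescence screen: compound preincubated 15 min RT with 10 nM enzyme; 50 nM substrate (final) initiates; reads at 0/10 min.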
G9a block: G9a (human) methyltransferase inhibition; Q96KQ7; G9a H3K9 monomethylation, AlphaScreen, 2 h; Potency, µM (series often up to 102 µM), for inactives: at the highest dose activity, negative = inhibition, actives largely listed as inhibitors; 350,000 compounds, 8.8% hits; further: on the % scale 0 is the no-effect control and ±100 the full control effect; nearly all actives have a fitted effect of over 75% in size
Target sequence (Q96KQ7 913-1193 limits assumed): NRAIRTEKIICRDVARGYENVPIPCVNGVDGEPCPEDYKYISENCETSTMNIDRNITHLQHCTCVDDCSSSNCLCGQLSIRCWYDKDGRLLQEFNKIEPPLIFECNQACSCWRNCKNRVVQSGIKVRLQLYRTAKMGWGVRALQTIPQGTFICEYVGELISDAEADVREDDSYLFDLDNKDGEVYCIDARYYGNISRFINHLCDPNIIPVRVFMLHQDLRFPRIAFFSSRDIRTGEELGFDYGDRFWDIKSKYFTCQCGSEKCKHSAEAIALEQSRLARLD
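Signal arises when biotinylated H3K9 peptide, once monomethylated, bridges streptavidin donor and antibody-captured acceptor beads. Enzyme at 20 nM was preincubated 15 min with test compounds; peptide 500 nM and SAM 20 uM then reacted for 2 h.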
Pol iota inh: blocks human DNA polymerase iota activity. Q9UNA4. Pol iota fluorescent replication assay, 10 min. Potency, µM (highest dose often 115 µM), without a hit: top-dose activity, negative = inhibition, usual class: inhibitors. 390,000 compounds, 1% hits. AID 588590
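Pol iota at 10 nM preincubated 15 min with compounds at room temperature; reaction started with fluorescent substrate, 50 nM final. Fluorescence read kinetically at 0 and 10 min; buffer-only wells as negative control.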
POLH inh: inhibitors of human DNA polymerase eta. 390,000 compounds, 1.2% hits. Q9Y253. Potency, µM (highest dose often 114 µM), inactives show at the highest dose activity change, negative = inhibition, usual class: inhibitors. recombinant Pol eta, fluorescent DNA replication assay; further: on the % scale 0 is the no-effect control and ±100 the full control effect
Target sequence (Q9Y253 whole entry, looked up): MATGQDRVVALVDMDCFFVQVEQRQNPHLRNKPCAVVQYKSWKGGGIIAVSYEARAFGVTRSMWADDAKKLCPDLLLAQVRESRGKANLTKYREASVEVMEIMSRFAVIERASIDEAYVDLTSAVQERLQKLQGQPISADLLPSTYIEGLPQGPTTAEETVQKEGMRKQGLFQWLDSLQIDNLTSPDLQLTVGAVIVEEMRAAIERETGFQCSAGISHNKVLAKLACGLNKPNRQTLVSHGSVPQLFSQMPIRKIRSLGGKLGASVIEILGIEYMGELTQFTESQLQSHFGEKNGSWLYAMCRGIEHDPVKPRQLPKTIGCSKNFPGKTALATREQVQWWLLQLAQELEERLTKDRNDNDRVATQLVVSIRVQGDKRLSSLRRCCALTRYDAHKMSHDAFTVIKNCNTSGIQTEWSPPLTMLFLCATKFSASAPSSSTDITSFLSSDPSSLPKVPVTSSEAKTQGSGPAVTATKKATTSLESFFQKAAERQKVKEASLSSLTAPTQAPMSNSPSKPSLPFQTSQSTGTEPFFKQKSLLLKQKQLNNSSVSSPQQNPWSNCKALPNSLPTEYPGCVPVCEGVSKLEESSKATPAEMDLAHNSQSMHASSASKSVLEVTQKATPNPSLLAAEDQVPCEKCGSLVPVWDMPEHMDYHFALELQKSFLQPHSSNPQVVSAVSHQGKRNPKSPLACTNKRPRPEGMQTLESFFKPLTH
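Pol eta (10 nM) was preincubated with compounds for 15 min at room temperature, after which fluorescent replication substrate (50 nM final) was added to start the reaction. Fluorescence was read kinetically at 0 and 10 min.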
BLM inh: blocks DNA unwinding by human BLM helicase | P54132 | recombinant BLM DNA unwinding, fluorescence dequenching | Potency, µM (series often up to 56.1 µM), without a hit: at the top dose activity change, negative = inhibition, usual class: inhibitors | 350,000 compounds, 0.2% hits;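 further: plate controls were vehicle for no effect and no enzyme for full effect; nearly all actives have a fitted effect of over 35% in size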
BAZ2B inh: BAZ2B (human) inhibition; 360,000 compounds, 4.4% hits; Potency, µM (highest dose often 114 µM), for the others: at the highest dose activity change, negative = inhibition, usual class: inhibitors; AlphaScreen BAZ2B-H3K14Ac peptide displacement; Q9UIF8; further: on the % scale 0 is the no-effect control and ±100 the full control effect; nearly all actives have a fitted effect of over 60% in size
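BAZ2B 50 nM plus b-H3(5-23)K14Ac 50 nM, PBS pH 7.4/0.01% Tween-20, 30 min RT; compound added (max 110 uM), 30 min RT; streptavidin donor/Ni-chelate acceptor beads 10 ug/mL final, 20 min dark; AlphaScreen read.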
JMJD2A Tudor: inhibitors of human JMJD2A Tudor domain. 390,000 compounds, 4.4% hits. AlphaScreen JMJD2A-Tudor / H3K4me3 peptide binding. AID 504339. Potency, µM (top dose mostly 114 µM), inactives show at the top dose activity change, negative = inhibition, hits mostly inhibitors. O75164; further: on the % scale 0 is the no-effect control and ±100 the full control effect; nearly all actives have a fitted effect of over 50% in size
POLB inh: inhibitors of human DNA polymerase beta; P06746; Potency, µM (highest dose often 114 µM), for inactives: top-dose activity change, negative = inhibition, most hits filed as inhibitors; 340,000 compounds, 1.3% hits; Pol beta primer extension/strand displacement, fluorescence kinetic; AID 485314; further: on the % scale 0 is the no-effect control and ±100 the full control effect
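Curves were derived by four-parameter Hill fits of normalized qHTS data. The kinetic fluorescent primer-extension read was taken at 0 and 10 min after 50 nM substrate, following a 15 min room-temperature preincubation of 10 nM enzyme with compounds.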
APE1 inh: inhibitors of human APE1 endonuclease | P27695 | recombinant APE1, TAMRA/BHQ-2 abasic DNA cleavage fluorescence | Potency, µM (series often up to 65.8 µM), without a hit: top-dose activity change, negative = inhibition, most hits filed as inhibitors | 350,000 compounds, 0.35% hits | AID 2517;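 further: plate controls were vehicle for no effect and reference inhibitor for full effect; nearly all actives have a fitted effect of over 55% in size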
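Activity was derived from the fluorescence gain between first and third kinetic reads (60 s intervals, ex 525/em 598 nm) after 50 nM THF-abasic TAMRA/BHQ-2 duplex was added to 0.75 nM APE1 preincubated 15 min with compound.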
* marks the source's active call; other numbers are inactive results; ? = inconclusive; nt = not tested or not shown; & = joins results of further samples; [ ] = dose if it differs, or a comment. The call rests on the fitted dose curve; in most records, active means well fitted curve in the direction sought with a large enough effect; inconclusive means small, poorly fitted or top-dose-only effect, or another doubt; inactive means no such curve, though single readings can be large; an effect the other way counts as inactive or inconclusive. Potency means the concentration at half of the fitted maximal effect.

SMILES	Pol kappa inh	G9a block	Pol iota inh	POLH inh	BLM inh	BAZ2B inh	JMJD2A Tudor	POLB inh	APE1 inh
COC(=O)C1CC(c2ccc(Cl)cc2)=NO1 (stereo unspecified)	-6%	-2%	19%	-15%	-7%	-1%	2%	1%	0%
CCCCCC(=O)NC(Cc1ccc(OC)c([N+](=O)[O-])c1)C(=O)O (stereo unspecified)	-3%	1%	3%	-13%	0%	0%	?	-2%	18%
C/C(=N\NC(=O)CNC(=O)C(c1ccccc1)c1ccccc1)c1ccccc1	-4%	6%[59 µM]	21%	-11%	2%	5%	-10%	-11%	1%
Cn1nnnc1SCc1nc2ccccc2[nH]1	-9%	-10%	9%	-13%	2%	2%	-3%	16%	2%
CC(=O)Nc1ccc(S(=O)(=O)N(C)c2ccc(OCC(=O)OCC(=O)Nc3ccc(OC(F)F)cc3)cc2)cc1	?	-3%[12.7 µM]	?	-4%	-9%	-31%	-35%	-6%	?
Cc1ccc(S(=O)(=O)CCC(=O)OCC(=O)NCCc2ccc(S(N)(=O)=O)cc2)cc1	0%	2%[12.7 µM]	?	-12%	nt	?	8%	nt	15%
CN(C)S(=O)(=O)c1ccc(C(=O)OC2CCOC2=O)cc1 (stereo unspecified)	-7%	3%	0%	-4%	2%	2%	-3%	2%	-15%
CCOC(=O)c1ccc(NC(=O)C(CC)Sc2nc3ncccc3o2)cc1 (stereo unspecified)	-3%	7%[59 µM]	40%[activator]	nt	-1%	-5%	-16%	1%	nt
COc1ccc(CC(=O)Nc2sccc2C#N)cc1S(=O)(=O)N1CCOCC1	-13%	40µM*	?	?	nt	-22%	-4%	nt	19%
Cc1cccc(NC(=O)CNCC(=O)Nc2cccc(C)c2C)c1C	18%	-11%[0.501 µM]	53%[activator]	-5%	-3%	-14%	-5%	41%	-11%
CCS(=O)(=O)N1CCC(C(=O)NCc2ccc(OC)cc2)CC1	-9%	-5%	-12%	-14%	-4%	-4%	-12%	0%	8%
CCCCn1c(N)c(N(CCC(C)C)C(=O)c2ccc(C)c(S(=O)(=O)N3CCOCC3)c2)c(=O)[nH]c1=O	-7%	?	-3%	-22%	nt	-5%	0%	nt	5%
CN(C)c1nc2c(N)ncnc2n1[C@H]1O[C@@H](CO)[C@H](O)[C@@H]1O	-5%	21%	-15%	-12%	-3%	0%	-5%	3%	26%
O=C(NNC(=O)c1cccc(S(=O)(=O)Nc2ccc(Cl)cc2)c1)c1ccc(=O)[nH]c1	12%	17%[12.7 µM]	7%	-12%	nt	11%	-14%	nt	-17%
CCOCCCNC(=O)C(NC(=O)Cc1cccs1)c1ccc(OC)cc1 (stereo unspecified)	-12%	-2%	88%[activator]	5%	-3%	1%	-13%	2%	-2%
Cc1nn(C(C)C(=O)NC2CCC(C)CC2)c(=O)c2nn(-c3ccccc3)c(C)c12 (stereo unspecified)	11%	16%	1%	6%	1%	-10%	-4%	1%	18%
CC(=O)c1c(C)oc2ccc(N(C(=O)c3ccncc3)S(=O)(=O)c3ccccc3)cc12	-3%	-26%	106%[activator]	-5%	2%	nt	-15%	32%	-2%
C=CCNC(=O)C(=O)N/N=C/c1ccco1	-18%	45%[59 µM]	21%	-14%	-1%	-30%	-7%	9%	6%
O=[N+]([O-])c1cccnc1Sc1ccc(Br)cc1	-7%	nt	3%	-6%	nt	nt	56µM*	nt	nt
COC(=O)c1ccc(-c2ccco2)n1Cc1nc(-c2ccc(OC)c(OC)c2)oc1C	-9%	?	?	-11%	-10%	?	-35%	-1%	-9%
O=C(Nc1cccc(C(F)(F)F)c1)OCCN1CCN(Cc2ccccc2)CCC1=O	-6%[60.1 µM]	4%[59 µM]	13%	-15%	-1%[75.6 µM]	-2%	-15%	10%	-5%&20%
CCn1cc(C(=O)NCCCOC(C)C)c(=O)c2cc(S(=O)(=O)N3CCCC3)ccc21	-14%	nt	17%	6%	1%	-16%	0%	1%	-8%
O=C(CN1CCN(C(=O)c2ccco2)CC1)Nc1cccc([N+](=O)[O-])c1	0%	10%	99%[activator]	-7%	-4%	-3%	-11%	2%	-5%
O=C1c2ccc3c4c(ccc(c24)C(=O)N1c1ccc(O)cc1)C(=O)N(c1ccc(O)cc1)C3=O	-3%	-8%	14%	?	-6%	-4%	-6%	?	-1%
COC1C[C@@H](O[C@@H]2C(C)C(=O)OC(C)C(C)[C@H](OC(C)=O)C(C)C(=O)[C@@]3(CO3)CC(C)C(OC3OC(C)CC(N(C)C)[C@H]3OC(C)=O)C2C)OC(C)[C@@H]1OC(C)=O (stereo partly specified)	1%[60.1 µM]	-23%[2.33 µM]	nt	nt	-7%	nt	nt	nt	-5%

Complete entries, quoted from the list. Values in the order: Pol kappa inh, G9a block, Pol iota inh, POLH inh, BLM inh, BAZ2B inh, JMJD2A Tudor, POLB inh, APE1 inh
CC(=O)c1c(C)oc2ccc(N(C(=O)c3ccncc3)S(=O)(=O)c3ccccc3)cc12 as listed: -3%, -26%, 106%[activator], -5%, 2%, nt, -15%, 32%, -2%
COC(=O)C1CC(c2ccc(Cl)cc2)=NO1 (stereo unspecified) as listed: -6%, -2%, 19%, -15%, -7%, -1%, 2%, 1%, 0%
CCCCCC(=O)NC(Cc1ccc(OC)c([N+](=O)[O-])c1)C(=O)O (stereo unspecified) as listed: -3%, 1%, 3%, -13%, 0%, 0%, ?, -2%, 18%
CN(C)c1nc2c(N)ncnc2n1[C@H]1O[C@@H](CO)[C@H](O)[C@@H]1O as listed: -5%, 21%, -15%, -12%, -3%, 0%, -5%, 3%, 26%

(cont.)
SMILES	Pol kappa inh	G9a block	Pol iota inh	POLH inh	BLM inh	BAZ2B inh	JMJD2A Tudor	POLB inh	APE1 inh
Cc1cc(NC(=O)NC(=O)c2ccc(F)cc2F)n[nH]1	2%	3%[0.0925 µM]	?	-2%	-1%	2%	-9%	44%	18%
CCN(CC)c1ccc(-c2nnc(SCC(=O)Nc3ccccc3C#N)n2-c2ccccc2)cc1	-15%	10µM*	?	-19%	-12%	-29%	-30%	88%	?
Cc1ccc(C)c2c1cc(C)c1nnc(SCc3ccccn3)n12	-10%	24%[59 µM]	32%[activator]	-9%	-5%	9%	-1%	-1%	-2%
Cc1ccc(CNC(=O)C2CCN(S(=O)(=O)c3ccc(F)cc3)CC2)cc1	10%	12%[59 µM]	29%	-14%	-3%	-1%	4%	-1%	nt
Cc1ccc(C)c(N2CCN(C(=O)c3ccc(CS(=O)Cc4cccc(Cl)c4)o3)CC2)c1 (stereo unspecified)	-18%	?	-4%	-13%	-8%	?	?	0%	-13%
Cc1ccc(-c2n[nH]c(S(C)(=O)=O)c2C#N)cc1	-12%	-1%	-3%[58.9 µM]	-12%	-1%	-1%	-8%	-8%	2%
COc1cccc(-n2c(CN3CCN(c4ccccn4)CC3)nc3ccc([N+](=O)[O-])cc3c2=O)c1	-7%	28µM*	4%	-13%	-5%	56µM*	-32%	5%	-6%
CCOC(=O)c1cccc(NC(=O)CN2C(=O)C3CC=CCC3C2=O)c1 (stereo unspecified)	-11%	nt	20%	-15%	-2%	3%	-18%	4%	-7%
CCC(=O)Nc1nnc(/C=C/c2ccccc2)s1	8%	-3%	5%	5%	-8%	14%	-6%	26%	-10%
COc1ccc([N+](=O)[O-])cc1N(CC(O)CN(C)C)S(=O)(=O)c1ccccc1 (stereo unspecified)	-3%	9%[59 µM]	-5%	-10%	4%	-8%	-7%	8%	8%
CC(Cc1cccs1)NC(=O)Nc1ccc(Cl)c(Cl)c1 (stereo unspecified)	-8%	63%[activator]	9%	-9%	-12%	15%	14%[57.1 µM]	-12%	-3%
Cn1cnc(S(=O)(=O)Nc2ccccc2C(=O)NCC2CC2)c1	-11%	9%	134%[activator]	7%	0%	-13%	1%	21%	6%
COc1ccc(CCNC(=O)C2CCN(c3nc4ccccc4nc3C(F)(F)F)CC2)c(OC)c1	-2%	3%[59 µM]	4%	1%	-4%	-1%	-16%	-25%	nt
Cc1ccc(S(=O)(=O)Nc2cc(NC(=O)CN3CCOCC3)ccc2Cl)cc1	-15%	?	4%	-3%	3%	79µM*	-19%	0%	-7%
Cc1ccccc1CNC(=O)CN1C(=O)c2ccccc2S1(=O)=O	8%	23%	27%	12%	-4%	0%	-3%	14%	22%
CC1=C(C(=O)Nc2cccc(C(=O)NC3CCCCC3C)c2)SCCO1 (stereo unspecified)	-1%	-8%	0%	-3%	-3%	?	-30%	-7%	7%
C[C@H]1NC(=O)[C@]2(C)[C@@H](c3ccccc3)[C@H]3COc4ccccc4[C@H]3N2C1=O	-10%	nt	-9%	-3%	nt	nt	-32%	nt	nt
CC(C)(C)NC(=O)NC(=O)COC(=O)Cc1ccc(Cl)cc1Cl	-5%	18%	30%[activator]	-16%	-5%	-4%	-8%	-4%	-8%
CCCCCOc1ccc(N2C(=O)C(C)CNC2=S)cc1 (stereo unspecified)	nt	3%[12.7 µM]	nt	nt	-4%	-1%	nt	4%	2%
COc1ccc(Cl)cc1NC(=O)Cn1nnc(C(=O)NCc2cccs2)c1N	-21%	-11%[59 µM]	?	-19%	-8%	nt	-28%	?	nt
COc1ccc(Nc2nnc(-c3cc4cc(Cl)ccc4oc3=O)s2)cc1	-5%	-5%[59 µM]	14%	nt	-3%	3%	-6%	4%	nt
C=CCN1C(=O)C2(c3ccccc31)C1CCCC=C1C(C#N)=C(N)C2(C#N)C#N (stereo unspecified)	-5%	-49%[59 µM]	?	-14%	-4%	1%	-10%	-2%	-9%
O=C(NC(CCl)c1ccccc1)c1ccc(Cl)cc1 (stereo unspecified)	-7%	?	67%[activator]	8%	1%	-17%	-3%	-18%	5%
CN(CC(=O)Nc1ccc(F)cc1)C(=O)c1cn(-c2ccccc2)nc1-c1cccs1	1%	?	8%	-26%	nt	1%	-20%	nt	0%
O=C(CSc1nc(-c2ccccc2)cs1)NCc1ccco1	-7%	?	3%	-6%	-10%	-34%	-30%	-5%	0%
O=C1CC2(CCN(C(=O)c3ccccc3Cl)CC2)Oc2ccccc21	2%	9%[0.501 µM]	26%	-8%	nt	-3%	-7%	nt	0%
O=C(Nc1cccc2c1CCCC2)c1ccncc1	-3%	?	-8%	2%	-14%	-3%	-2%	50%	12%
NC(=O)c1c(N)sc2c1CCCCC2	-19%	8.9µM*	?	-14%	-6%	5%	?	35%	-2%

Screening data: PubChem, National Center for Advancing Translational Sciences (NCATS)

These rows are one share of the data; the hit share may differ from the screen's.
